Assay outcomes deposited in PubChem BioAssay by National Center for Advancing Translational Sciences (NCATS).
RGS4 inhibitor – inhibitors of human regulator of G protein signaling 4. AID 504845. 0.039% of 390,000 active. Transcreener GDP fluorescence polarization, RGS4-accelerated GTP hydrolysis. Potency, µM (top dose mostly 114 µM), inactives show at the highest dose activity change, negative = inhibition, actives largely listed as inhibitors. P49798; further: potency means the concentration at half of the fitted maximal effect; on the % scale 0 is the no-effect control and ±100 the full control effect; nearly all actives have a fitted effect of over 75% in size; some results filed as inactive show a strong effect at the top dose
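MLSMR compounds (23 nl, pin-transferred) preincubated 10 min at room temperature with a 500nM (2x) first reagent, then RGS4 at 900nM (2x) plus Transcreener GDP mix added; fluorescence polarization (620/688 nm) read before and after 90 min at 30 °C.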
LDHA inh – inhibitors of human lactate dehydrogenase A; P00338; purified LDHA, NADH/diaphorase-resazurin fluorescence; stronger effect = lower value; activity change, % (values are at about 110 or 230 µM); 0.15% of 480,000 active; in the data active means activity change below about -30%; inconclusive means mostly about -25% to -30%;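 further: plate controls were DMSO wells for no effect and wells without enzyme for full effect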
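Human LDH5 at 2 nM final in Tris HCl pH 7.4 with 0.06 mM NADH and 0.2 mM pyruvate, reacted 5 minutes at room temperature. Remaining NADH coupled via diaphorase/resazurin; resorufin fluorescence read at 0 and 20 minutes, normalized to enzyme-free and DMSO wells.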
D2 ag – D2 dopamine receptor (human) agonism. HEK293 T-REx D2 cells, calcium flux agonist mode. 0.53% of 340,000 active. P14416. activation, % at 2 µM;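 active means activation over 3 SD above normal in the single-dose calcium agonist read, cut at about 30% in these data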; further: 0% is about no effect
Target sequence (P14416 whole entry, looked up): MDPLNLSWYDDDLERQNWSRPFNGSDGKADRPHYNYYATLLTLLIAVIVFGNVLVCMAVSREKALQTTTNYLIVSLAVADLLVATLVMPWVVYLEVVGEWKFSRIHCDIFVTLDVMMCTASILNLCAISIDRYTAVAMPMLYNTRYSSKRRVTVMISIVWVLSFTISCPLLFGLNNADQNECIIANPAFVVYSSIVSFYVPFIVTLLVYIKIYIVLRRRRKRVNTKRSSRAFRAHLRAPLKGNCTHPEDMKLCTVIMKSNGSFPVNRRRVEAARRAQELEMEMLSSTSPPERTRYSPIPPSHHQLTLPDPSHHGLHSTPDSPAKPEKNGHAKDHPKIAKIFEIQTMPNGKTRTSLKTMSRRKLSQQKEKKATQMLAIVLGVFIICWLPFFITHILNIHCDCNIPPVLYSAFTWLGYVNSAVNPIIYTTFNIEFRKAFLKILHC
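In this primary screen, compounds producing a positive calcium signal within 180 s of addition to tetracycline-induced, force-coupled HEK293 Trex D2 cells are flagged; cells are dye-loaded with a no-wash calcium kit beforehand.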
GRP78 ERSR act – induces the endoplasmic reticulum stress response in human glioma cells; U87-MG GRP78 promoter luciferase reporter, 16 h; Potency, µM, without a hit: top-dose activation, actives largely listed as activators; 0.02% of 420,000 active; AID 602332; further: potency means the concentration at half of the fitted maximal effect; series mostly up to about 76 µM; % of control where 0% means no effect; nearly all actives have a fitted effect of over 35% in size
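Stably transfected U87-MG human glioma cells carrying a GRP78-based luminescent sensor were seeded at 1000 cells/well, pin-dosed with compounds and incubated 16 h. Luciferase reagent was then added, and end-point luminescence was read after 10 min at room temperature.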
Vif-APOBEC3F blk – blocks the Vif interaction with APOBEC3F; HeLa A3F-eYFP + Vif (tagged APOBEC3F with the HIV-1 protein that degrades it), YFP fluorescence increase; Potency, µM (titrated, usually from 46.1 µM), inactives show top-dose activity, negative = active; 0.2% of 390,000 active; further: potency means the concentration at half of the fitted maximal effect; % of control where 0% means no effect; nearly all actives have a fitted effect of over 65% in size
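HeLa cells stably expressing A3F-eYFP plus Vif, plated and incubated overnight at 37 deg C, then exposed to compounds overnight at 37 deg C. Blocked degradation read as raised yellow fluorescence (Ex 488/Em 500-530).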
ERG-DNA inh – blocks human ERG Ets domain binding to DNA | P11308 | Potency, µM (series often up to 76.9 µM), for inactives: at the highest dose FP activity, negative = inhibition, usual class: inhibitors | 0.028% of 370,000 active | fluorescence polarization, His-ERG Ets domain / labelled DNA | AID 624246; active means well fitted inhibition curve with a large enough effect in the polarisation, with a control signal flat; inconclusive means small, poorly fitted or top-dose-only effect, or effect the other way, or a change in a side signal; inactive means no such curve, though single readings can be large or run the other way; the % refers to the polarisation;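 further: polarization taken with two DNA probes labelled with fluorescein and Texas red; potency means the concentration at half of the fitted maximal effect; % of control where 0% means no effect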
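His-tagged ERG Ets domain (1 uM in the protein solution; 300mM KCl, 50mM Tris-HCl, 1mM EDTA, 1mM DTT, pH 7.5) received compound, then a probe mix of 5 nM fluorescein-DNA and 100nM Texas-615-DNA. Fluorescence polarization was read for both dyes.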
Vif-APOBEC3G blk – blocks the Vif interaction with human APOBEC3G | Q9HC16 | Potency, µM (doses to about 46.1 µM), for inactives: at the highest dose activity, negative = active, actives largely listed as inhibitors | HeLa A3G-eYFP + Vif (tagged APOBEC3G with the HIV-1 protein that degrades it), YFP fluorescence, overnight | 0.076% of 410,000 active;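 further: potency means the concentration at half of the fitted maximal effect; on the % scale 0 is the no-effect control and ±100 the full control effect; nearly all actives have a fitted effect of over 60% in size; hits raise eYFP signal because A3G escapes Vif-driven loss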
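Read-out is eYFP fluorescence (Ex 488/Em 500-530) from Vif-expressing HeLa A3G-eYFP cells; more signal means A3G escaped Vif-mediated degradation. Cells plated overnight, compound pinned in, incubated overnight at 37 deg C.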
ALOX12 inh – ALOX12 (human) lipoxygenase inhibition; P18054; purified 12hLO, xylenol orange hydroperoxide absorbance; Potency, µM (highest dose often 108 µM), without a hit: at the top dose activity change, negative = inhibition, most hits filed as inhibitors; 1.1% of 580,000 active; further: potency means the concentration at half of the fitted maximal effect; on the % scale 0 is the no-effect control and ±100 the full control effect
Target sequence (P18054 whole entry, looked up): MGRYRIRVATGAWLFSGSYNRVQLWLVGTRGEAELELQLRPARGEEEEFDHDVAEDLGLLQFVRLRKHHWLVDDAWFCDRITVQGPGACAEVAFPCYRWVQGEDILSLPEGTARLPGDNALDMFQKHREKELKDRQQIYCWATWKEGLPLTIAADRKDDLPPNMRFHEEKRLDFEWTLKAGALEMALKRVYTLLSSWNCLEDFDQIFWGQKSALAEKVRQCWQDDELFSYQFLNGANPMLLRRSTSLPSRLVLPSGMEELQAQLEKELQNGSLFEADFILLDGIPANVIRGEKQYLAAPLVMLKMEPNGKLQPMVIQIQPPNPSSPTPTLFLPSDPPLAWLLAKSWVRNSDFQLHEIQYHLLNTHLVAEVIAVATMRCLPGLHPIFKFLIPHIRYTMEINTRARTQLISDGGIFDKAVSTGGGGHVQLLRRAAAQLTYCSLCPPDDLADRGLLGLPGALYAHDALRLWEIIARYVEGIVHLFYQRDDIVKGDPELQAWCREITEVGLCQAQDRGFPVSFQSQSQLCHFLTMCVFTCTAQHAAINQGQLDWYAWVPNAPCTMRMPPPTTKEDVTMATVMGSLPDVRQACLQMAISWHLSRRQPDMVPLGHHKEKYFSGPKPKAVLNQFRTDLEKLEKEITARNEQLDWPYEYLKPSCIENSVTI
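Purified human 12hLO (150 nM final) in 25 mM Hepes, 0.01% Triton X-100, pH 7.0 was preincubated 15 min at room temperature with compound. Then 40 uM arachidonic acid was added, 30 min. Hydroperoxide was read by Fe-XO absorbance ratio 573/405 nm.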
D2 antagonist – antagonizes the human D2 dopamine receptor. HEK293 TREx D2 cells, calcium flux, dopamine EC80. inhibition, % at 10 µM. AID 485344. 2% of 340,000 active; in the data active means inhibition above about 30%; further: 0% is about no effect
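Measurement of antagonist activity uses fluorescent calcium dye in inducible HEK293 T-REx D2 cells: 10 s baseline, compound addition with 180 s read, EC80 dopamine addition with a further 180 s read.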
* hit, by the source's call; ? = inconclusive; nt = no result given; & = joins results of further samples; [ ] = dose if it differs, or a comment. Unless noted, the call rests on the fitted dose curve; in most records, active means well fitted curve in the direction sought with a large enough effect; inconclusive means small, poorly fitted or top-dose-only effect, or another doubt; inactive means no such curve, though single readings can be large; an effect the other way counts as inactive or inconclusive. Some of the compounds tested; count on the stated rates, not on these rows.

SMILES	RGS4 inhibitor	LDHA inh	D2 ag	GRP78 ERSR act	Vif-APOBEC3F blk	ERG-DNA inh	Vif-APOBEC3G blk	ALOX12 inh	D2 antagonist
O=C(NNS(=O)(=O)c1ccc(F)cc1)c1ccc2c(c1)OCO2	-8%	1	1.2	-2%	1%	8%	3%	?	-18
COc1ccc(/C=N/NS(=O)(=O)c2ccc(C)cc2)cc1OC(=O)c1ccc(C)cc1	0%	-2	nt	-14%	2%	-9%	-14%	-45%	nt
CCCc1cc(C(=O)OCC(=O)N(CCC)c2c(N)n(Cc3ccccc3)c(=O)[nH]c2=O)sc1C	7%	-6	4.1	-1%	?	5%	?	-26%	-9
CCOc1ccc(NC(=O)Cn2cc(C(=O)c3ccc(OC)cc3)c(=O)c3cc4c(cc32)OCO4)cc1	-9%	0	0.3	1%	-1%	1%	-13%	-2%	nt
COc1ccc(-n2c(C)cc(/C=C3/SC(=O)N(CC(=O)N4CCOCC4)C3=O)c2C)cc1	-7%	-3	0.0	-1%	-10%	nt	0%	-9%	-13
Nc1ccn([C@@H]2O[C@H](CNCC3=CCOc4ccc(O)cc43)[C@@H](O)[C@H]2O)c(=O)n1	nt	9	nt	-2%	-3%	nt	-7%	?	nt
COc1cc(Cl)c(C)cc1NC(=O)COC(=O)/C=C/c1c(C)nn(C2CCS(=O)(=O)C2)c1Cl (stereo not drawn)	0%	-2	-0.8	-1%	-12%	0%	-8%	302%[activator]	-7
Cc1ccc(-n2c(Cl)c(Cl)nc(Cl)c2=O)cc1	-99%	-2	6.2	-14%	7%	21%	-6%	nt	-13
O=S(=O)(c1ccccc1)N1CCN=C1SCc1cccc(Cl)c1	-7%	2	-2.1	-6%	3%	-9%	1%	-22%	8
CCc1ccc(-c2nc(CN3CCC(C(=O)N4CCN(c5ccccc5)CC4)CC3)c(C)o2)cc1	-22%	-4	3.9	-4%	-5%	-9%	-22%	?	3
CCN(CC)S(=O)(=O)c1cccc(NC(=O)CNc2cccc(S(=O)(=O)N3CCOCC3)c2)c1	-4%	1	0.3	-2%	6%	nt	2%	nt	-3
O=C(NNC(=S)NC(=O)c1ccccc1Cl)c1cccc([N+](=O)[O-])c1	-10%	-9	4.7	-2%	2%	-1%	-3%	?	-14
COc1cc(/C=C2\C(=N)N3N=CSC3=NC2=O)ccc1OS(=O)(=O)c1ccccc1	-25%	0	1.7	6%	-14%	1%	-7%	-5%	20
O=C(NCC1CCCO1)c1cccc(Oc2ccc([N+](=O)[O-])cc2)c1 (stereo not drawn)	-21%	-2	0.7	-4%	0%	-1%	0%	0%	-20
Cc1ccc(S(=O)(=O)NNC(=S)NC(C)(C)C)cc1	-31%	3	0.6	-2%	-17%	-3%	2%	2%	-7
CN(Cc1cnn(-c2ccc(F)cc2)c1)C(=O)[C@H]1O[C@@H](n2ccc(N)nc2=O)[C@H](O)[C@@H]1O	nt	-7	nt	-5%	nt	nt	0%	-20%	nt
CCCS(=O)(=O)c1ccc(COC(=O)Cc2ccc([N+](=O)[O-])cc2)cc1	-4%	-2	nt	-4%	3%	8%	-7%	14%	nt
COc1cc(/C=C2\CCCc3c2nc2ccccc2c3C(=O)O)cc(Cl)c1O	2%	2	-0.5	4%	2%	17%	0%	?	-4
COC(=O)c1cccc(CN2C(=O)C(C)Sc3cc(Cl)ccc32)c1 (stereo not drawn)	nt	-2	nt	6%	nt	nt	?	?	nt
S=c1nc[nH]c2c1[nH]c1ccc(Cl)cc12	-31%	3	0.5	-1%	2%	0%	0%	?	15
O=c1oc2ccc(C#CC3(O)CCCCC3)cc2cc1-n1cc(C2(O)CCCCC2)nn1	3%	-15	0.3	-4%	9%	3%	-6%	?	5
CCCN1C(=O)CN(C2CCCCC2)C(=O)C1c1ccc(OC)c(OC)c1 (stereo not drawn)	-8%	-1	-0.7	1%	-3%	-1%	-3%	?	nt
COc1cccc(NC(=S)Nc2ccc(O)cc2)c1	-38%	5	-0.5	4%	0%	-23%	-4%	nt	-11
COc1ccc(NC(=O)CN(C)C(C)C(=O)N2CCCCC2)cc1 (stereo not drawn)	7%	-24	1.7	3%	4%	-3%	?	?	-3
COc1cc2cc(C(=O)N[C@@H](Cc3ccccc3)C(=O)O)n(C)c2c(OC)c1OC	-44%	6	-1.4	-2%	-4%	13%	2%	0%	6
COc1cc(-c2cc(NC=O)c3ncc(-c4ccc(C(C)=O)cc4)n3c2)cc(OC)c1OC	nt	-2	nt	2%	nt	nt	?	6%	nt
COc1cc(Cl)c(C)cc1NC(=O)NC1COc2ccccc2C1 (stereo not drawn)	31%	-10	0.3	-5%	-1%	2%	2%	-13%	nt
CCCN(CC(=O)Nc1ccccc1OC)CC(=O)c1c(N)n(Cc2ccccc2)c(=O)n(C)c1=O	9%	-6	nt	-3%	-4%	2%	-7%	229%[activator]	nt
Cc1cc(C)nc(N2CCC(C(=O)NC3CCCCCC3)CC2)n1	4%	-9	nt	3%	-19%	-4%	0%	1%	nt
COc1c2c(c3c(c1OC)c(=O)c1ccccc1n3C)OCO2	-27%	26	nt	-2%	8%	25%	0%	-1%	nt
COC(CNC(=O)c1cc(C)nn1-c1ccccc1)OC	-16%[56.9 µM]	-8	-1.9	-1%	-13%	1%	-1%	0%	-9
COc1ccc(-n2nnnc2Sc2ccc(S(=O)(=O)N3CCOCC3)cn2)cc1	?	-4	0.7	-4%	nt	-3%	-5%	-9%	1
CCN(C(=O)COC(=O)CCS(=O)(=O)c1ccc(C)cc1)C1CCS(=O)(=O)C1 (stereo not drawn)	-14%	-2	0.6	-2%	?	4%	4%	-2%	4
CN1CCN(C(c2ccccc2)c2sc3nc(-c4ccco4)nn3c2O)CC1 (stereo not drawn)	-4%	1	-3.8	-2%	7%	-3%	7%	-23%	nt
Nc1ncc(Br)cc1S(=O)(=O)NCCC(=O)NCc1ccc(F)cc1	2%[11.4 µM]	-1	0.2	-5%	-8%	-6%	4%	-1%	-20
N#CCSc1nnc(CNc2ccc(F)cc2)o1	-11%[56.9 µM]	-4	0.4	-6%	0%	4%	0%	-19%	6
O=C(CCn1c(=O)c2sccc2n(Cc2ccccc2F)c1=O)NCc1ccc2c(c1)OCO2	18%	-7	0.2	-4%	2%	-2%	-2%	-18%	nt
Cc1ccc(S(=O)(=O)N2CCCCC2)cc1NC(=O)[C@@H]1CCCN1C(=O)c1cccs1	9%	-2	0.2	-1%	-1%	8%	-3%	10%	-14
O=C(COc1ccc(S(=O)(=O)NC2CCCCC2)cc1Cl)NCc1ccc2c(c1)OCO2	-2%	2	-0.3	-1%	8%	0%	-1%	-3%	-8
COC(=O)c1c(C(=O)OC)c2ccccn2c1C(=O)c1ccccc1	-14%	-2	0.9	-4%	7%	-8%	-1%	0%	-3
O=C(NNC(=O)c1ccc(-c2ccccc2)cc1)Nc1ccc(F)cc1F	-18%	-4	nt	-6%	1%	2%	2%	376%[activator]	-3
O=C(COC(=O)C1CCCCC1)Nc1ccc(S(=O)(=O)N2CCOCC2)cc1	-1%	0	0.8	1%	-15%	13%	-1%	0%	4
O=C(NCc1cccnc1)C1CCN(Cc2cc3ccccc3n2Cc2cccc(Cl)c2)CC1	14%	-2	0.3	4%	-4%	-1%	-8%	-20%	nt
OCCSc1nc(-c2ccccc2)nc2c1CCC2	3%	-8	-0.2	3%	-1%	-2%	1%	-6%	3
CCN(CC)C(=O)C1CCCN(c2ccc([N+](=O)[O-])cc2/C=N/NC(=O)c2cccc(Br)c2)C1 (stereo not drawn)	-37%[56.9 µM]	-5	-1.7	-2%	-5%	0%	2%	-9%	-6
Cc1ccc(C2CCN(C(=O)Nc3ccccc3)C2)cc1 (stereo not drawn)	-9%	-5	0.8	1%	11%	2%	1%	28%	-5
O=C1C2CCCN2C(=O)N1CCCN1CCN(c2cccc(Br)c2)CC1 (stereo not drawn)	17%	-3	-0.5	-2%	-7%	4%	-1%	4µM*	-17
CCN1CCN(CC(=O)Nc2cc(C(F)(F)F)ccc2OCCOC)CC1	10%	?	-0.1	-1%	12%	-11%	-2%	-32%	3
CC(Sc1nnc(N)s1)C(=O)Nc1ccc2c(c1)OCCO2 (stereo not drawn)	13%	-9	-2.0	1%	-14%	-6%	3%	-3%	-9
COc1ccc(C)cc1Nc1n[n+](-c2ccccc2)c(-c2cc(OC)c(OC)cc2Br)s1	-44%	3	0.8	-5%	-4%	7%	1%	40µM*	-39
CCOCC(=O)Nc1cc(C(=O)Nc2ccccc2)ccc1Cl	-17%	-4	2.2	4%	0%	nt	1%	10%	13
O=C1CCc2cc(S(=O)(=O)NC(Cc3ccccc3)C(=O)NCC3CCCO3)ccc2N1 (stereo not drawn)	9%	-3	-0.3	-2%	8%	6%	4%	-5%	-28
CCOc1nc(NC(=O)NC(=O)c2ccccc2)nc(-c2ccccc2)n1	7%	-12&1	0.5	0%	5%	-6%	0%	9%&0%	-2

2 compounds picked at random from those above, as already listed:
SMILES	RGS4 inhibitor	LDHA inh	D2 ag	GRP78 ERSR act	Vif-APOBEC3F blk	ERG-DNA inh	Vif-APOBEC3G blk	ALOX12 inh	D2 antagonist
COc1cc(-c2cc(NC=O)c3ncc(-c4ccc(C(C)=O)cc4)n3c2)cc(OC)c1OC	nt	-2	nt	2%	nt	nt	?	6%	nt
CCOc1nc(NC(=O)NC(=O)c2ccccc2)nc(-c2ccccc2)n1	7%	-12&1	0.5	0%	5%	-6%	0%	9%&0%	-2
